HIV fusion peptide = inhibitors of HIV fusion peptide binding, primary screen, biochemical, uHTS, fluorescence dequenching (AID 1986) | 0.3% of 290,000 active | inhibition, % at 20 µM; hits with a dose series show IC50 in µM | cell-free peptide binding, fluorescence dequenching, 30 min; higher % means a stronger effect; in the data active = inhibition mostly above about 52%, no sharp cut-off; inactive = mostly below about 76%; note: some results filed as inactive read as strong as hits
MgcRacGAP inhibition = MgcRacGAP GTPase-activating activity inhibitors, confirmation, biochemical, ADP Hunter fluorescence; 0.6% of 340,000 active; inhibition, % at 30 µM, or IC50 in µM where a hit was titrated; MgcRacGAP-stimulated Rac1 GTP hydrolysis, ADP Hunter fluorescence; higher % means a stronger effect; GST-tagged Rac1 F28L mutant substrate; AID 624330, 2012;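 active = first-screen hits whose inhibition reached a set limit at any dose in the follow-up dose series; inconclusive = inhibition above the set first-screen limit but never retested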;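 note: fluorescence reports GDP produced by GAP-driven GTP hydrolysis; strong numbers were not always called active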
RSV antiviral HEp-2 = RSV antiviral activity via CPE protection, HEp-2 cells, primary 10 µM value included (AID 2391); HEp-2 cells, RSV-induced CPE inhibition; higher % means a stronger effect; CPE inhibition, % at 10 µM; hits with a dose series show IC50 in µM; 0.13% of 310,000 active; in the data active = a potency from the dose series; inconclusive = CPE inhibition mostly from about 23% at the one dose, without a potency; inactive = the rest, 99 in 100 with CPE inhibition below about 21%; note: strong numbers were not always called active
Dengue-2 NS5 capping = Dengue-2 NS5 methyltransferase inhibitors, primary screen, biochemical, confirmation dose response (AID 588689); Genome polyprotein (Dengue virus type 2 (strain 16681-PDK53)); Dengue-2 NS5 methyltransferase capping enzyme assay, biochemical; higher % means a stronger effect; one-dose inhibition, % at 25 µM; IC50 in µM for titrated hits; 0.3% of 340,000 active; in the data active = a potency from the dose series; inconclusive = inhibition above about 29% without an active follow-up result
SV40 large T antigen = SV40 large T antigen inhibitors, biochemical (AID 1903). one-dose inhibition, % at 20 µM; IC50 in µM for titrated hits. SV40 large T antigen ATPase/helicase inhibition assay; higher % means a stronger effect. 0.39% of 310,000 active; in the data active = a potency from the dose series; inconclusive = inhibition mostly from about 32% at the one dose, without a potency; inactive = the rest, 99 in 100 with inhibition below about 32%; note: strong numbers were not always called active
GPR35 arrestin U2OS = GPR35 antagonists blocking zaprinast-driven arrestin recruitment, primary screen, imaging, U2OS, beta-arrestin-GFP, zaprinast agonist (AID 2058) | 0.052% of 290,000 active | inhibition, % at 10 µM; hits with a dose series show IC50 in µM | U2OS GPR35 beta-arrestin-GFP translocation imaging, zaprinast antagonism; higher % means a stronger effect;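 active = inhibition of at least 50% with at least 30 cells and total cytoplasm GFP at most 10,000,000; inconclusive = under 30 cells or total GFP of 10,000,000 plus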
UTI89 phage lysis = inhibition of K1F phage lysis, E. coli UTI89, bacterial capsule biogenesis inhibitors, alamar blue (AID 488966); one-dose inhibition, % at 100 µM; IC50 in µM for titrated hits; 0.02% of 340,000 active; E. coli UTI89 K1F phage lysis, alamar blue, 2 h; higher % means a stronger effect;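 active = phage lysis inhibition, versus mean bacterial control, above a set limit; inconclusive = no clear call, values can overlap the other calls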;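 note: capsule biogenesis inhibitors block K1F phage lysis so surviving cells raise fluorescence; higher fluorescence means more inhibition of phage lysis; actives were called in the ten point dose series up to 300 µM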
Salmonella PhoP GFP = inhibitors of PhoP regulon expression, primary screen, Salmonella Typhimurium, GFP reporter (AID 1863) | inhibition, % at 50 µM; hits with a dose series show IC50 in µM | S. Typhimurium PhoP-regulated promoter GFP reporter, 4 h; higher % means a stronger effect | 0.16% of 300,000 active;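 active = inhibition over 29.93%, a cutoff 3 SD above the screen mean, later confirmed by dose response; inconclusive = inhibition over 29.93% but no dose response follow-up; inactive = inhibition at most 29.93% or unconfirmed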;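 note: 0% = low Mg2+ inducing control and 100% = high Mg2+ repressing control; strong numbers were not always called active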
GPR55 LPI antagonism = GPR55 antagonists blocking LPI-driven arrestin recruitment, primary screen, imaging, U2OS, beta-arrestin-GFP, LPI agonist (AID 2013); one-dose inhibition, % at 10 µM; IC50 in µM for titrated hits; 0.13% of 290,000 active; U2OS GPR55 beta-arrestin-GFP translocation imaging, LPI antagonism; higher % means a stronger effect; G-protein coupled receptor 55 (Homo sapiens);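 active = spots per cell inhibited over 60%, with over 100 cells counted and total cytoplasm intensity under 500,000; inconclusive = wells with under 100 cells, flagged as likely toxic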;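 note: U2OS cells stably carrying GPR55 and arrestin-GFP stimulated by 5 µM LPI near EC80; imaged beta-arrestin-GFP aggregate spots per cell after agonist stimulation; plate controls were LPI-stimulated DMSO wells for no effect and DMSO wells without LPI for full effect; some results filed as inactive read as strong as hits; confirmed hits need IC50 under 10 µM and bright autofluorescent wells are also inconclusive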
Dengue-2 NS5 capping pilot replicate = also measured in Dengue-2 NS5 capping; calls as there; inhibition, %; measured here: pilot screen replicate inhibition
* hit, by the source's call; ? = inconclusive; nt = not tested or not shown; [ ] = remark or other dose. Some of the compounds tested; the hit share may differ from the screen's.

SMILES	HIV fusion peptide	MgcRacGAP inhibition	RSV antiviral HEp-2	Dengue-2 NS5 capping	SV40 large T antigen	GPR35 arrestin U2OS	UTI89 phage lysis	Salmonella PhoP GFP	GPR55 LPI antagonism	others
CN(C)C(=O)Oc1cccc(OCc2n(C)c3ccccc3[n+]2C)c1	-0.9%	12%	0.2%	1%	9%	-9%	2.0%[50 µM]	11%	1%
CN1C(=O)C2C[C@@]3(Br)c4ccccc4N(OOSc4ccccc4)[C@H]3N2C(=O)[C@@H]1Cc1ccccc1 (stereo partly specified)	nt	2%	1.8%	-6%	21%	nt	0.5%	8%	nt
CC(=O)N1CC(=O)Nc2ccc(Cl)cc2C1c1ccccc1 (stereo unspecified)	-1.5%	3%	1.1%	3%	8%	1%	0.2%	-2%	-15%
CCCCN1C(=O)NC(=O)C2(Cc3cc(C)ccc3N(C)C2)C1=O (stereo unspecified)	0.6%	-3%	0.2%	7%	12%	-5%	-0.3%	-2%	-3%
O=C(CSC1c2ccccc2-c2ccccc21)N/N=C/c1ccccc1O	5.4%	6%	-0.8%	2%	11%	5%	3.5%	3%	11%
Cc1ccc(Cn2cc(C=O)c(-c3ccc(C)cc3)n2)cc1	2.5%	4%	11%	0%	2%	0%	1.5%	1%	7%
S=C(NCCc1ccccc1)NCCc1cnc[nH]1	-1.0%	12%	0.3%	-3%	-1%	6%	0.1%	9%	1%	Dengue-2 NS5 capping pilot replicate=1.5
N#CCCn1cc(C(=O)Nc2ccc([N+](=O)[O-])cc2)c(-c2ccc3c(c2)OCCO3)n1	0.3%	8%	4.5%	1%	1%	-7%	2.6%	-12%	8%
COc1ccc(CN2CCN(Cc3ccccc3F)CC2)cc1	-0.1%	?	-1.7%	-2%	9%	-4%	-0.1%	-2%	11%
CCCSP1(=S)NCCCO1 (stereo unspecified)	-0.3%	10%	-0.8%	-4%	1%	5%	1.0%	7%	8%
CCCc1nnc(NC(=O)CCC(=O)N2CCC3(CC2)OCCO3)s1	-0.7%	-1%	2.2%	4%	4%	-15%	0.7%	-11%	-2%
CC(C)Cc1nnc(NC(=O)CCC(=O)N2CCN(CCOC(c3ccccc3)c3ccccc3)CC2)s1	-2.3%	7%	3.2%	-7%	15%	-16%	2.9%	0%	-3%
CC(=O)Nc1ccc(OCCF)cc1	-0.7%	0%	1.8%	-1%	5%	-1%	-0.1%	4%	-11%
C/C(=N\Nc1ccccc1)c1c(O)n(-c2ccccc2)c(=O)[nH]c1=O	-2.5%	8%	0.0%	9%	21%	11%	-0.2%	-1%	-2%
Cc1cccc(-n2c(C)nc3ccccc3c2=O)n1	-1.8%	3%	1.3%	0%	26%	4%	-0.3%	1%	12%
COC(=O)C1=C(c2ccc(F)cc2OCc2ccccc2)C[C@@H]2CC[C@H]1N2C(=O)NC1CCCCC1	nt	13%	-0.1%	-6%	nt	nt	1.2%	nt	nt
COc1ccc(C)cc1NC1=NCCCS1	2.0%	-4%	0.5%	-19%	2%	-3%	-0.8%	-2%	9%
CC(C)C[C@H](NP(=O)(O)O[C@@H]1O[C@@H](C)[C@H](O)[C@@H](O)[C@H]1O)C(=O)N[C@@H](Cc1c[nH]c2ccccc12)C(=O)O	nt	-1%	0.5%	-1%	8%	nt	-0.7%	-6%	nt
Cc1cccc(OP(=O)(Nc2cccnc2)Oc2cccc(C)c2)c1	2.3%	11%	2.8%	3%	6%	3%	-0.3%[50 µM]	-3%	18%
COc1ccc(C(CNC(=O)c2ccc3c(c2)CCC3)N(C)C)cc1 (stereo unspecified)	-0.5%	6%	-1.1%	2%	25%	-4%	0.3%	0%	-8%
COC(=O)C1=C(c2ccc(F)cc2OCc2ccccc2)C[C@@H]2CC[C@H]1N2C(=O)NC1Cc2ccccc2C1	nt	8%	2.5%	1%	nt	nt	4.5%	nt	nt
C=CCN1C(=O)/C(=C/c2ccc3c(c2)CCCN3CCC)C(=O)NC1=S	20%	16%	6.5%	3%	?	8%	1.6%[50 µM]	-8%	12%
Cc1[nH]c2ccccc2c1C(=O)C(=O)N1CCC2(CC1)OCCO2	3.1%	0%	0.2%	0%	-2%	-7%	-0.2%	-3%	11%
COc1cccc(C(=O)C2CCCN(Cc3ccc4nsnc4c3)C2)c1 (stereo unspecified)	1.1%	4%	8.0%	-3%	1%	-5%	0.1%	6%	3%
O=C(Nc1cccc(Cl)c1)OC1CN2CCC1CC2 (stereo unspecified)	1.0%	-7%	-0.6%	0%	14%	12%	0.7%	8%	-3%
CCOc1cccc(=NC2CCCCC2)c2c(C)[nH]c(C)c12	91%	2%	2.1%	2%	12%	14%	-1.6%	6%	1%
O=[N+]([O-])c1ccc(-c2ccccc2)c([As](=O)(O)O)c1	0.6%	15%	1.2%	1%	7%	13%	0.3%	-1%	5%
CN1C(=O)c2ccccc2NC(=O)[C@]12O[C@@H]2c1ccccc1	-2.6%	7%	1.6%	-5%	9%	-3%	2.9%	-5%	8%
O=C1NC(=O)C(=Cc2coc3ccccc3c2=O)C(=O)N1	13%	19%	3.2%	>100µM*	13%	-4%	-0.3%	1%	6%
COC(=O)C1=C(c2ccc(-c3ccccc3)c(F)c2)C[C@@H]2CC[C@H]1N2C(=O)NCC1CC1	nt	-1%	2.0%	2%	nt	nt	-0.4%	nt	nt

The list goes on, starting with the last six of the part before.
SMILES	HIV fusion peptide	MgcRacGAP inhibition	RSV antiviral HEp-2	Dengue-2 NS5 capping	SV40 large T antigen	GPR35 arrestin U2OS	UTI89 phage lysis	Salmonella PhoP GFP	GPR55 LPI antagonism	others
O=C(Nc1cccc(Cl)c1)OC1CN2CCC1CC2 (stereo unspecified)	1.0%	-7%	-0.6%	0%	14%	12%	0.7%	8%	-3%
CCOc1cccc(=NC2CCCCC2)c2c(C)[nH]c(C)c12	91%	2%	2.1%	2%	12%	14%	-1.6%	6%	1%
O=[N+]([O-])c1ccc(-c2ccccc2)c([As](=O)(O)O)c1	0.6%	15%	1.2%	1%	7%	13%	0.3%	-1%	5%
CN1C(=O)c2ccccc2NC(=O)[C@]12O[C@@H]2c1ccccc1	-2.6%	7%	1.6%	-5%	9%	-3%	2.9%	-5%	8%
O=C1NC(=O)C(=Cc2coc3ccccc3c2=O)C(=O)N1	13%	19%	3.2%	>100µM*	13%	-4%	-0.3%	1%	6%
COC(=O)C1=C(c2ccc(-c3ccccc3)c(F)c2)C[C@@H]2CC[C@H]1N2C(=O)NCC1CC1	nt	-1%	2.0%	2%	nt	nt	-0.4%	nt	nt
Clc1ccc(-c2nc3ccc(Cl)cn3c2CN2CCOCC2)cc1	-2.0%	15%	-1.2%	-10%	0%	-1%	0.4%	-4%	-9%
CC(=O)c1c(C)n(Cc2ccccc2Cl)c2ccc(O)cc12	-2.4%	5%	-0.5%	nt	13%	3%	-0.1%	6%	-1%
CCN(CC)C(=O)c1ccc2c(c1)C1C=CCC1C(C(=O)O)N2 (stereo unspecified)	34%	?	0.8%	87µM*	?	5%	0.2%[50 µM]	15%	13%
NCCCC(=O)OC1N=C(c2ccccc2Cl)c2cc(Br)ccc2NC1=O (stereo unspecified)	-0.8%	3%	-0.1%	5%	11%	-1%	5.0%	-4%	10%
COc1c(O)ccc2c1-c1c3c(cc4c1C(C2)N(C)CC4)OCO3 (stereo unspecified)	1.8%	7%	0.6%	-5%	20%	-1%	0.2%	0%	18%
O=C(NCC(c1cccnc1)N1CCN(c2ccccc2F)CC1)Oc1ccccc1 (stereo unspecified)	-0.7%	10%	-0.7%	1%	-2%	14%	0.0%	18%	9%
Cc1cc(C)cc(N2C(=O)NC(=O)/C(=C\C=C\c3ccco3)C2=O)c1	108%	13%	2.5%	10%	?	1%	1.0%[50 µM]	-6%	3%
Clc1ccccc1CN1CCN(c2ccccc2Cl)CC1	1.6%	26%	0.0%	-2%	4%	5%	0.3%	1%	7%
O=C1NC(=O)C(=Cc2ccc(-c3ccccc3[N+](=O)[O-])o2)C(=O)N1	-0.5%	?	nt	18µM*	62µM*	-7%	-2.1%	-7%	22%
O=C(c1ccccc1F)c1cn(CC(=O)N2CCCCC2)c2ccccc12	-0.9%	-2%	0.4%	-2%	-4%	-2%	7.3%	-6%	0%
C=CCN1C(=O)NC(=O)/C(=C/c2cc3c4c(c2)CCCN4CCC3)C1=O	18%	20%	7.3%	-104%	30%	10%	0.3%	-7%	18%
Cc1nc2cc(C(F)(F)F)ccc2n1C1CCN(Cc2nnnn2Cc2cccs2)CC1	-2.4%	-2%	10.0%	13%	-3%	-18%	-1.4%	-5%	6%
Oc1ccc(Cl)cc1CN1CCN(Cc2ccccc2)CC1	2.3%	-3%	3.4%	-10%	13%	8%	-0.1%	6%	12%
CCOc1ccc(CN2CCN(C(=O)Cc3ccccc3)CC2)cc1	1.8%	29%	7.2%	3%	8%	-12%	0.1%	0%	4%
O=C(CN1CCCCC1)c1ccc2c(c1)OCO2	2.0%	8%	2.9%	-7%	18%	13%	0.0%	-2%	22%
CC(C)(C)c1ccc(OC(=O)N2CCCCC2)cc1	-1.1%	-1%	12%	nt	4%	0%	0.9%	-8%	-1%
CC(=O)CCC(C)=O	nt	7%	0.3%	-1%	nt	nt	0.3%	nt	nt
Cc1cc(OCC(=O)OC(C)C)c2c3c(c(=O)oc2c1)CCCC3	-0.9%	8%	1.6%	3%	10%	-2%	1.8%	-5%	27%
COC(=O)C1=C(c2ccc(OC(F)(F)F)cc2)C[C@@H]2CC[C@H]1N2C(=O)NC1CC1	nt	5%	-0.4%	-3%	nt	nt	-0.1%	nt	nt
Cc1ccc2[nH]c(C)c(CCNCc3cccnc3)c2c1	1.0%	0%	-0.1%	8%	6%	10%	0.7%	5%	-6%
NCCCCCC(=O)OC1N=C(c2ccccc2Cl)c2cc(Br)ccc2NC1=O (stereo unspecified)	-1.5%	5%	-0.4%	-5%	16%	-8%	0.7%	-6%	-9%
CN1C(=O)C(=Cc2ccccc2Oc2ccc(Cl)c(F)c2)C(=O)N(C)C1=O	3.0%	7%	2.1%	52µM*	8%	-8%	-0.4%	6%	-18%
